RAD52 inh = RAD52 DNA annealing inhibitors, primary screen, biochemical, FRET, single point, set 2. DNA repair protein RAD52 homolog (Homo sapiens), P43351. recombinant RAD52 DNA annealing, FRET fluorescence. inhibition, % at 18.7 µM. 360,000 tested, 0.46% active. AID 651710, 2012;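 active means every replicate showing at least 50% inhibition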
PglD DTNB = C. jejuni PglD acetyltransferase inhibitors, primary screen, biochemical, DTNB colorimetric, single point; purified PglD enzyme, DTNB colorimetric CoA detection; UDP-N-acetylbacillosamine N-acetyltransferase PglD (Campylobacter jejuni); inhibition, % at 12.5 µM; 360,000 tested, 0.098% active; AID 602405, 2012; in the data active means inhibition above about 16%, passing the limit was not always enough; further: strong numbers were not always called active
ERAP1 inh = human ERAP1 aminopeptidase inhibitors, primary screen, biochemical, single point, plate reader; inhibition, % at 10.7 µM; AID 652197, 2013; recombinant ERAP1, Leu-AMC fluorescence, 60 min; Endoplasmic reticulum aminopeptidase 1 (Homo sapiens), Q9NZ08; 340,000 tested, 0.15% active;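 active means mean replicate inhibition of at least 30%, or all replicates individually reaching that 30% level; inactive means mean below 30% and not every replicate reaching it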;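 further: 0% = neutral control wells and 100% = L-leucinethiol positive control wells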
miR122 inh = miR-122 Renilla sensor signal increase in Huh7, primary screen, miR-122 inhibitor project, cell-based, single point, plate reader. Huh7 miR-122 Renilla luciferase sensor, 48 h; neutral wells = 0, positive control = 100. activation (reporter increase), % at 12.5 µM. 340,000 tested, 0.3% active. AID 602342, 2012;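 active means mean replicate activation score at least 90 and every replicate individually at or above 90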;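 further: higher luciferase means less miR-122 activity so hits act as miR-122 inhibitors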
RAD54 branch = inhibitors of human RAD54 branch migration, primary screen, biochemical, fluorescence, single point; RAD54 Holliday junction branch migration, FAM/BHQ fluorescence; 360,000 tested, 0.14% active; DNA repair and recombination protein RAD54-like (Homo sapiens), Q92698; inhibition, % at 10.4 µM;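 active means mean normalized replicate activity at least 40 and at least half of replicates scoring 40 or more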;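 further: 0% = median of neutral control wells and 100% = median of positive control wells; inhibitors cause a drop in the FAM fluorescence signal; in these data hits start at about 50%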
Target sequence (Q92698 whole entry, looked up): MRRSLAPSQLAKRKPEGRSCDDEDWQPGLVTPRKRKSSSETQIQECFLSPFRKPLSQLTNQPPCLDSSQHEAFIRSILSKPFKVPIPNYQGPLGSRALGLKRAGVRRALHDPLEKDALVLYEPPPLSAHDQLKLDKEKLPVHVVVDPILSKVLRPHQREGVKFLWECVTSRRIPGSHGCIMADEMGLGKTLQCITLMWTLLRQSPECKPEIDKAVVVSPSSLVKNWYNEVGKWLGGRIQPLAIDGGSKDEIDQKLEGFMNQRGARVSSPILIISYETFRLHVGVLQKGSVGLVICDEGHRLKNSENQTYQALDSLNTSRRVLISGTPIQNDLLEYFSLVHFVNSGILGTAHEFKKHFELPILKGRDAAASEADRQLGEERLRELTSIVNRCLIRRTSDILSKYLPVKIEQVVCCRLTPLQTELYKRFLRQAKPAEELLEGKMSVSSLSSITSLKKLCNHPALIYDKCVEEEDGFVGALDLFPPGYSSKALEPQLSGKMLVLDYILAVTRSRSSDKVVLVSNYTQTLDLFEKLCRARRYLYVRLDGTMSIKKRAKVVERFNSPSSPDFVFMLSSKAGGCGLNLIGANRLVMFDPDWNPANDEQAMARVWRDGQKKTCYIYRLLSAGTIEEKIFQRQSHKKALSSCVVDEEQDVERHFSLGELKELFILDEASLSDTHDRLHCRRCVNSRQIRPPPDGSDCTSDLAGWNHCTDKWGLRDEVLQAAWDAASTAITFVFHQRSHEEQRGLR
E-selectin induc = E-selectin induction in HUVECs, primary screen, imaging, HUVEC, immunofluorescence imaging, single point; activation, % at 7.58 µM; normalized: neutral wells 0, TNF-alpha wells 100; 260,000 tested, 0.37% active;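 active means mean E-selectin-positive cell signal at least 10% of the positive control, reached in at least 60% of replicates, without over 20% cell loss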;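 further: in these data hits start at about 27%; measured in HUVEC primary endothelial cells; signal is the percent of cells scored E-selectin positive by PE staining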
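material = human umbilical vein endothelial cells (HUVEC), E-selectin induction | quantity = 3,000 cells/well | medium = EGM-2 growth medium on 0.1% gelatin-coated wells | technique = immunofluorescence imaging | read-out basis = % PE-positive cells | control set = TNF-alpha positive control, DMSO neutral control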
PGC1a acetyl inh = inhibitors of PGC1a acetylation signal, primary screen, cell-based, U2OS, AlphaScreen, inhibitor mode. 350,000 tested, 0.17% active. AID 651687, 2012. AlphaScreen anti-acetyl-lysine; with virally co-expressed GCN5 acetyltransferase. inhibition, % at 15.6 µM;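 active means every replicate shows inhibition of at least 40%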;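 further: 0% = neutral control wells and 100% = positive control wells; some results beyond the cut were filed as inactive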
Cneo AK release = Cryptococcus neoformans cell lysis inducers, primary screen, AK release luminescence, single concentration | C. neoformans lysis, adenylate kinase release luminescence, 4 h; normalised: neutral wells 0, clomiphene wells 100 | 360,000 tested, 0.2% active | lysis activity, % at 15 µM;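 active means mean lysis activity across replicates of at least 80%, whatever share of replicates individually reach that level; inactive means mean lysis activity below 80%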
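Test system: log-phase Cryptococcus neoformans yeast cells; Quantity: yeast cell density of 5 × 10^6 cells/mL; Buffer or medium: YPD; Doses: single compound concentration per well; Timing: 4 h at 37 °C static, read 1 h later; Measured by: AK luminescence; Read-out basis: lysis from increased AK signal; Control set: Clomiphene as positive control.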
The depositor's hits bear a star; · = not tested or not shown; [ ] = another dose, or the depositor's remark.

#	smiles	RAD52 inh	PglD DTNB	ERAP1 inh	miR122 inh	RAD54 branch	E-selectin induc	PGC1a acetyl inh	Cneo AK release
1	CN1CCN(C(=O)CCn2c(=O)c3cccn3c3cccnc32)CC1	-12	5	-1	-10	8	·	-5	-1
2	Cc1cc(C)cc(C(=O)Nc2ccc(NC(=O)c3cccs3)cc2)c1	-10	-3	0	7	-10	1.0	2	2
3	CN1C(=O)c2cc(NC(=O)Cc3cccs3)ccc2OC[C@H]2O[C@@H](CC(=O)N[C@@H]3CCN(Cc4ccccc4)C3)CC[C@H]21	15	3	-1	·	-2	-0.2	·	0
4	COC(=O)C[C@H]1C[C@H]2c3cc(NC(=O)NC4CCCC4)ccc3O[C@H]2[C@H](CO)O1	-14	-1	0	5[16.7 µM]	-3	0.5	3	-3
5	COc1ccccc1NCc1cc(=O)oc2c(C)c(O)ccc12	-1	4	-7	0	0	0.0	-4	0
6	OC(c1ccc(CN2CCCCC2)cc1)c1ncc(-c2ccccc2)[nH]1 (stereo not drawn)	-10	-4	3	-2	2	-0.2	·	-1
7	Cn1c(SCC(=O)c2ccccc2)nnc1-c1ccc(O)cc1	·	6	·	-3	6	·	6	10
8	CC(=O)c1c(C)n(CC(=O)NCc2ccc3c(c2)OCO3)c2ccccc12	·	-2	·	-2	8	·	3	1
9	O=[N+]([O-])c1ccc(Cl)c(/C=N/n2c(COc3ccccc3)n[nH]c2=S)c1	-3	4	-1	1	-7	·	15	-1
10	CCCCCC(=O)N1C[C@@H](O)[C@H](n2cc(COC(=O)c3ccccc3)nn2)C[C@@H]1c1ccc(OC)cc1	-5	·	20	-2	·	-0.1	2	·
11	Cc1ccc(OCCCCN2CCc3ccccc3C2)cc1	-15	5	0	4	-5	0.1	·	-1
12	Cc1ccc(C)c(NC(=O)C(=O)NCC2CCCN2S(=O)(=O)c2cccs2)c1 (stereo not drawn)	-34	1	0	-5	-9	0.3	0	0
13	CCCC(O)(CCC)C(=O)NN(C(=O)OC)c1ccccc1	·	-15	·	6	-8	-0.4	·	0
14	CCOC(=O)C(=CNc1ccccc1N1CCOCC1)C(=O)OCC	-8	18	-6	-4	-3	·	-15	-2
15	C[C@H]1CN([C@@H](C)CO)C(=O)c2cc(-c3ccc(F)cc3)cnc2O[C@@H]1CN(C)CC1CCCCC1	-1	4	-12	7[16.7 µM]	7	-0.2	-24	90*
16	COc1ccc(N(C(=O)c2ccc(S(=O)(=O)N3CCCC3)cc2)C2C=CS(=O)(=O)C2)cc1 (stereo not drawn)	10	1	-3	-5	2	1.0	·	-1
17	CCOC(=O)C1(CCc2ccccc2)CCN(Cc2ccn[nH]2)CC1	-4	-2	1	1	1	-1.4	-4	2
18	O=C(C1CC1)N1N=C(c2ccccc2)CC1(O)C(F)(F)C(F)(F)F (stereo not drawn)	-6	4	-1	4	-11	·	0	3
19	O=C(c1ccc(Cl)cc1)C1CCN(CC(=O)N2CCCCC2)CC1	-22	0	2	0	15	·	6	0
20	Fc1cccc(CSc2nc3ccncc3[nH]2)c1	-6	0	2	-6	2	0.9	0	-3
21	CCC(=O)Nc1ccc2c(c1)C(=O)N(C)C[C@H](OC)[C@@H](C)CN(C(=O)c1ccc(F)cc1)[C@@H](C)CO2	·	-1	2	-3[16.7 µM]	1	2.1	6	-1
22	C[C@H]1CN([C@@H](C)CO)S(=O)(=O)c2ccc(-c3cccc(C(=O)N(C)C)c3)cc2O[C@@H]1CN(C)C(=O)Nc1ccccc1	7	3	3	11[16.7 µM]	7	0.5	-2	1
23	NC(N)=NC(N)=Nc1ccc2ccccc2c1	-2	0	-5	-5	9	·	-2	-2
24	Cc1cc(C)c[n+](C(C)C(=O)c2ccc(-c3ccccc3)cc2)c1 (stereo not drawn)	·	-9	·	9	10	·	10	-1
25	CCCOc1ccc(C(CC(=O)O)NC(=O)c2ccc3c(c2)OCO3)cc1 (stereo not drawn)	-10	-1	-1	1	2	·	-5	-1
26	O=C(C[C@@H]1CC[C@H]2[C@@H](COC[C@@H](O)CN2C(=O)c2ccccc2)O1)N1CCc2ccccc2C1	-9	2	0	0[16.7 µM]	-9	-0.1	6	2
27	Cc1cccc(-n2ncc3c(N(C)Cc4ccccc4)ncnc32)c1	-14	0	-5	9	-16	0.0	-2	-3
28	Cc1ccc(-c2cnc(SCCNC(=O)c3ccco3)[nH]2)cc1	-15	2	-1	-13	6	0.0	·	1
29	CCCCN(C)c1ccc([N+](=O)[O-])cc1	-8	-9	2	-3	-9	-1.0	-1	-1
30	CSc1ccc(CNC(=O)c2c(C)noc2C)s1	-7	1	-3	·	3	-0.1	25	-1
31	CC1=C(C(=O)N2CCCCCC2)CC(CC(=O)NCC2CCCCC2)C(=O)N1Cc1ccccc1 (stereo not drawn)	-13	7	-1	-1	-4	-0.1	-13	4
32	COCc1c(C(=O)N/N=C(/C)c2cccs2)nnn1-c1nonc1N	4	3	0	-3	-10	·	1	0
33	CCCc1nnc(NC(=O)CS(=O)(=O)c2ccc(C)cc2)s1	-14	-5	0	1	6	·	-1	-1
34	CCOc1ccc(NC(=O)CCC(=O)NNC(=O)COc2ccc(C)cc2Br)cc1	-12	8	-1	·	-32	0.5	·	-1
35	CC(C)(C)OC(=O)C[C@H]1C/C=C\C[C@@H](CC(=O)NCCO)C(=O)NC[C@@H](c2ccccc2)OC1=O	-8	-2	-1	·	0	-0.2	·	10
36	CC1CCCC(C)N1C(=O)COC(=O)c1ccc2ccccc2n1 (stereo not drawn)	-17	-4	2	·	1	·	·	-1
37	CNC(=O)CC(=O)Nc1ccccc1C(=O)O	·	-4	·	-2	-2	·	4	0
38	CC(C)(C)OC(=O)C[C@H]1C/C=C\C[C@@H](CC(=O)NCCO)C(=O)NCCOC1=O	-15	0	0	0	4	0.3	-5	-4
39	Cc1ccc(S(=O)(=O)c2cc3c(=O)n4ccccc4nc3n(Cc3ccco3)c2=N)cc1	·	8	·	14	3	·	·	0
40	COc1ccc(C(=O)NCCS(=O)(=O)NCc2ccc(F)cc2)cc1	-6	4	-5	·	3	0.0	·	0
41	Cc1ccc(C)c(OCC(O)CN2CCCCC2C)c1 (stereo not drawn)	·	2	·	-3	-21	·	-2	0
42	O=C(N/N=C/c1c(O)n(Cc2ccco2)c(=O)[nH]c1=O)c1ccccc1	-53	2	0	0	-13	-0.6	3	3
43	COc1ccc(NC(=O)CC(C)CC(=O)NCc2ccccc2)c(OC)c1 (stereo not drawn)	-3	-3	-2	-3	2	-0.2	2	-1
44	COc1cc(C(=O)OCc2csc(CC(=O)Nc3cc(C)ccc3C)n2)ccc1OC(F)F	-21	2	6	-1	5	·	1	-2
45	CCCCc1nnc(NC(=O)COC)s1	-9	-2	3	·	7	·	2	-1
46	O=C(CN1CCN(Cc2ccccc2F)C1=O)NCCc1ccc(Cl)cc1	0	0	1	0	-4	0.2	-8	0
47	CCCCNC(=S)NNC(=O)c1ccco1	·	0	·	0	3	·	-2	0
48	COc1ccc(N2CCN(CCCNC(=O)CCCn3c(=O)[nH]c4ccsc4c3=O)CC2)cc1	·	11	·	-9	-4	·	1	-1
49	CCCNC(=O)N(C)C[C@H]1Oc2ncc(-c3ccc(C(=O)N(C)C)cc3)cc2C(=O)N([C@@H](C)CO)C[C@H]1C	-6	-1	1	1[16.7 µM]	6	-0.2	1	4
50	Cc1cc(C(=O)CN2C(=O)NC(Cc3c[nH]c4ccccc34)C2=O)c(C)n1C (stereo not drawn)	·	-3	·	-1	-11	·	10	8

More results
#	smiles	RAD52 inh	PglD DTNB	ERAP1 inh	miR122 inh	RAD54 branch	E-selectin induc	PGC1a acetyl inh	Cneo AK release
51	COc1ccc(CN(C)C[C@H]2Oc3ccc(NC(=O)Nc4ccc5c(c4)OCO5)cc3C(=O)N([C@@H](C)CO)C[C@H]2C)cc1	6	7	1	-2[16.7 µM]	5	-0.3	-5	15
52	CCOC(=O)c1c(C)[nH]c(C)c1C(=O)COc1ccc(NC(=O)c2ccco2)cc1	·	1	·	-6	1	·	7	-2
53	COCC(=O)N1CCCCN2[C@@H](CO)[C@@H](c3ccc(C#Cc4cccnc4)cc3)[C@@H]2C1	1	-2	0	-2[16.7 µM]	7	0.1	8	-3
54	O=C(COC(=O)c1c(F)cccc1Cl)NC1CCCCC1	-3	1	-1	-3	4	-0.1	5	-1
55	N#C[C@H]1N[C@H](CO)[C@@H]1c1ccc(C#Cc2ccccc2F)cc1	6	1	2	·	0	0.3	-21	-2
56	O=C(Nc1sc2c(c1C(=O)O)CCC2)c1ccc(F)cc1	-7	-1	10	10	7	·	8	-1
57	CCCn1c(=O)c2sccc2n2c(CCCC(=O)NC3CCN(Cc4ccccc4)CC3)nnc12	-16	2	2	2	-13	·	4	1
58	COc1ccc(C(=O)NCc2nnc(SCC(=O)NCCc3ccccc3)o2)cc1	-9	2	0	0	-5	·	8	2
59	Cc1ccc(S(=O)(=O)N(C)C[C@@H]2OCCCC[C@H](C)Oc3ccc(NC(=O)Nc4c(C)noc4C)cc3C(=O)N([C@H](C)CO)C[C@@H]2C)cc1	-34	-1	1	4[16.7 µM]	-3	·	13	-4

3 entries from above, as labelled records:
(51) COc1ccc(CN(C)C[C@H]2Oc3ccc(NC(=O)Nc4ccc5c(c4)OCO5)cc3C(=O)N([C@@H](C)CO)C[C@H]2C)cc1
  RAD52 inh: 6
  PglD DTNB: 7
  ERAP1 inh: 1
  miR122 inh: -2[16.7 µM]
  RAD54 branch: 5
  E-selectin induc: -0.3
  PGC1a acetyl inh: -5
  Cneo AK release: 15

(52) CCOC(=O)c1c(C)[nH]c(C)c1C(=O)COc1ccc(NC(=O)c2ccco2)cc1
  RAD52 inh: ·
  PglD DTNB: 1
  ERAP1 inh: ·
  miR122 inh: -6
  RAD54 branch: 1
  E-selectin induc: ·
  PGC1a acetyl inh: 7
  Cneo AK release: -2

(53) COCC(=O)N1CCCCN2[C@@H](CO)[C@@H](c3ccc(C#Cc4cccnc4)cc3)[C@@H]2C1
  RAD52 inh: 1
  PglD DTNB: -2
  ERAP1 inh: 0
  miR122 inh: -2[16.7 µM]
  RAD54 branch: 7
  E-selectin induc: 0.1
  PGC1a acetyl inh: 8
  Cneo AK release: -3
